# STK33 inh – human STK33 kinase inhibition; Q9BYT3; purified STK33, MBP phosphorylation, ADP-Glo luminescence; inhibition, % at 10 µM; actives 0.073% (n = 320,000); AID 2661;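 active = inhibition at or above 25%, using the most active replicate where run in duplicate; inactive = inhibition below 25%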
# Target sequence (Q9BYT3 whole entry, looked up): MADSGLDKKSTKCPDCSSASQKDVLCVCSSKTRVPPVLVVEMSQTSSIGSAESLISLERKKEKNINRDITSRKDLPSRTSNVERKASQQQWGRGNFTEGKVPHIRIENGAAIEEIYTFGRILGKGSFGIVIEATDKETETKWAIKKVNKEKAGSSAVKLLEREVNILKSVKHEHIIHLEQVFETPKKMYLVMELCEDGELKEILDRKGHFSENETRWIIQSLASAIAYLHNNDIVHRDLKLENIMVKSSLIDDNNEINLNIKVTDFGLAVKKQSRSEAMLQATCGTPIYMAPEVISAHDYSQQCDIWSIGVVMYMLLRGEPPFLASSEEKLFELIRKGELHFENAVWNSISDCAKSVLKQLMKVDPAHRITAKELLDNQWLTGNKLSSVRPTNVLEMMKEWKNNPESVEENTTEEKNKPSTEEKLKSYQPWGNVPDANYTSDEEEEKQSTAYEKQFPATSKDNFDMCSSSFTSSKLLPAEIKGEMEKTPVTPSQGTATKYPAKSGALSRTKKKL
# Kir21 block – inhibitors of mouse Kir2.1 inward-rectifier potassium channel; P35561; HEK293-Kir2.1, FluxOR thallium flux fluorescence; active compounds read low; B-score at 10 µM; actives 0.85% (n = 310,000); AID 1672;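 active = fluorescence ratio B-score at or below minus 3 SD of library scores, with starting-brightness B-score within 2 SD, cut at about -4.2 in these data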;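 note: channel flux triggered by added potassium and thallium sulfate stimulus; B-score of peak minus minimum fluorescence over baseline after thallium stimulus; more negative B-score means stronger Kir2.1 block with less thallium influx; some compounds called inactive have numbers as strong as hits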
# Target sequence (P35561 whole entry, looked up): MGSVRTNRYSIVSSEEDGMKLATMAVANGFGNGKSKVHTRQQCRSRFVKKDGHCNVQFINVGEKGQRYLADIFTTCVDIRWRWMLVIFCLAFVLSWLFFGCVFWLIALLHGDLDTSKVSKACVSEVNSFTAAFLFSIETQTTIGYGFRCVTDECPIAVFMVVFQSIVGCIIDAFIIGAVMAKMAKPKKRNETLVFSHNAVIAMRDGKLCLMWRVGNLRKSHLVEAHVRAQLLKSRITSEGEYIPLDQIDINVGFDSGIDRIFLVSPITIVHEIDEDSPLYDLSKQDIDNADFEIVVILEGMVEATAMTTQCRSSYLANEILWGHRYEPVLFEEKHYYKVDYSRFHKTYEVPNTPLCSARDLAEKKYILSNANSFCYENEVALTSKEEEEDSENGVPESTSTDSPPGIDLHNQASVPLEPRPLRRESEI
# Active calls of the source: *; x = no result given.
SMILES,STK33 inh,Kir21 block
CCOc1cc(C(=S)N2CCOCC2)ccc1OC(=O)c1ccc(C)cc1,-0.6,-0.45
COc1cccc(Nc2ncnc3sc(C)cc23)c1,-0.5,-0.33
O=C(Nc1c(F)cc(F)cc1Br)c1cc(-c2ccco2)on1,-0.1,0
S=C(Nc1ccc(Oc2ccccc2)cc1)Nc1cccnc1,0.0,1.9
COc1ccc(C(CNC(=O)c2cc(F)c(F)c(F)c2F)N2CCOCC2)cc1 (stereo not given),-0.1,0.67
O=C(NC[C@@H]1CCCO1)c1cccc2c1C(=O)c1ccc(N3CCOCC3)cc1S2(=O)=O,0.3,x
COc1cc([N+](=O)[O-])ccc1NC(=S)N1CCOCC1,0.6,-1.2
Cc1cc(Cl)c(S(=O)(=O)NC2CCCC2)cc1OCC(N)=O,-1.1,-0.29
C=CCSc1nn2c(=O)c3ccccc3nc2s1,-1.2,0.61
Cc1ccc(CNC(=O)Nc2cccs2)cc1,-0.5,-0.25
CCNc1nc(SCCOc2ccc(Cl)cc2Cl)nc(N(C)C)n1,x,-0.63
Cc1cc(C)n(CC(=O)N2CCCC(N3CCN(c4cccc(C(F)(F)F)c4)CC3)C2)n1 (stereo not given),-0.7,1.1
Cc1nn(-c2ccccc2)c(Cl)c1/C=N\NC(=O)c1cnccn1,-1.3,-0.16
Cc1nc2cc(NS(=O)(=O)c3ccccc3)ccc2n1C,0.9,0.26
CCn1c(SCc2nc(CC(=O)Nc3ccccc3OC)no2)nnc1-c1cccs1,0.6,-0.21
O=C(CN(Cc1ccccc1Cl)C(=O)c1csnn1)NCc1ccc(F)cc1,-1.2,0.05
COc1ccc(OC2C(=O)N(c3ccc(C)c(C)c3)C2c2ccc(OC)c(OC)c2)cc1 (stereo not given),-0.8,2.9
Cc1cc(-c2ccco2)n(-c2ccccc2)n1,-0.9,0.41
O=C(Nc1nc(-c2ccc(S(=O)(=O)N3CCOCC3)cc2)cs1)c1ccccc1,-0.3,0.65
Cc1cc(C)cc(C(=O)N(C)C2CCCN(Cc3ccccc3F)C2)c1 (stereo not given),-2.1,-1.8
CCOc1cccc(CNc2ccc(O)cc2)c1OCc1ccc(Cl)cc1,-0.3,-0.49
Cc1ccccc1-c1nnnn1C1CCS(=O)(=O)C1 (stereo not given),0.2,-0.4
O=C(COC(=O)c1ccc2ncsc2c1)NC(=O)c1ccccc1,-0.3,0.39
O=C(c1ccc(F)cc1F)N1CCCN(c2nc(-c3ccccc3)ns2)CC1,0.2,-2.5
CC(=O)c1ccc(NC(=O)[C@@]2(CC(=O)O)CC(/C=C/c3ccccc3)=NO2)cc1,-0.8,1.6

# Later entries
SMILES,STK33 inh,Kir21 block
CC(C)[C@H](NC(N)=O)C(=O)Nc1ccc2c(c1)CCC2,-0.7,1.6
O=C1Nc2ccccc2/C1=N\c1sc2c(c1C(=O)Nc1ccccc1)CCCC2,-1.6,-0.03
O=C1NCCSC1c1ccccc1 (stereo not given),-0.9,1.1
O=C(CN1CCC(Cc2ccccc2)CC1)NC(=O)NCc1ccco1,-0.4,-0.18
Cc1cc[n+](CC(=O)Nc2nc3ccccc3s2)cc1,-0.4,-0.24
CC(Cc1c[nH]c2ccccc12)NC(=O)C1CCCNC1=O (stereo not given),-0.6,1.6
O=C(c1ccc(OC2CCN(Cc3ccccc3C(F)(F)F)CC2)cc1)N1CCCCC1,-0.4,2.1
CCN(CC)C(=O)CSc1nc2c(sc(=S)n2-c2ccccc2OC)c(=O)n1-c1ccccc1,0.1,0.32
CN(CC(=O)Nc1ccccc1Cl)C(=O)COC(=O)/C=C/c1ccccc1,0.5,-0.87
O=C(c1ccco1)N1CCN(C(c2ccc(F)cc2)c2nnnn2CC2CCCO2)CC1 (stereo not given),-0.3,-0.8
COc1ccc(NC(=S)N2CCN(S(=O)(=O)c3ccc(OC)cc3)CC2)cc1,-1.6,-1.8
CC(=O)Nc1nonc1-c1nc2ccccc2n1Cc1nnc(C)o1,0.8,0.05
CC(C)C(=O)Nc1ccc(N2CCCC2)cc1,-0.1,1.1
CCn1cc(C(=O)N(C)c2ccccc2F)c2cc(OC)c(OC)cc2c1=O,11,-0.02
CCCc1nc(SCC(=O)Nc2nccs2)c2ccccc2n1,-1.4,0.51
COc1ccc(NC(=S)Nc2cc(-c3ccccc3)[nH]n2)cc1Cl,-0.6,-1.1
O=C1OCCN1S(=O)(=O)Nc1ccccc1,-1.4,-0.03
Cc1ccccc1NC(=O)NCc1ccco1,0.3,1.1
CC(=O)N1CCCc2cc(S(=O)(=O)N3CCC(C)CC3)ccc21,-1.8,-1.1
COc1ccccc1CN1CCNC(=O)C1CC(=O)NCCc1cnccn1 (stereo not given),-1.6,0.69
Nc1ccc(-c2nnn(CC(=O)N3CCCCC3)n2)cc1,1.0,0.85
C#CCOCCOCCOCCNc1nc(N2CCN(C(=O)[C@H]([C@@H](C)CC)n3cc([C@@H](N)CO)nn3)CC2)nc(N2CCN(C(=O)[C@H]([C@@H](C)CC)n3cc([C@@H](N)Cc4ccc(O)cc4)nn3)CC2)n1,0.0,-0.02
C=CCSc1nnc2n(-c3ccccc3OC)c(=O)c3c4c(sc3n12)CCC4,-0.5,-1.8
FC(F)(F)c1nc2ccccc2n2c(-c3ccc(Cl)cc3)nnc12,-0.5,1.4
COc1ccc(Cn2cnc3c(NS(C)(=O)=O)c(C)c(C)cc32)cc1,-0.4,-1.7

# Part of the list above, reformatted.
Compound | STK33 inh | Kir21 block
Cc1nc2cc(NS(=O)(=O)c3ccccc3)ccc2n1C | 0.9 | 0.26
CCn1c(SCc2nc(CC(=O)Nc3ccccc3OC)no2)nnc1-c1cccs1 | 0.6 | -0.21
O=C(CN(Cc1ccccc1Cl)C(=O)c1csnn1)NCc1ccc(F)cc1 | -1.2 | 0.05
COc1ccc(OC2C(=O)N(c3ccc(C)c(C)c3)C2c2ccc(OC)c(OC)c2)cc1 (stereo not given) | -0.8 | 2.9
Cc1cc(-c2ccco2)n(-c2ccccc2)n1 | -0.9 | 0.41

# The main list resumes, repeating the 4 entries before the break.
SMILES,STK33 inh,Kir21 block
C#CCOCCOCCOCCNc1nc(N2CCN(C(=O)[C@H]([C@@H](C)CC)n3cc([C@@H](N)CO)nn3)CC2)nc(N2CCN(C(=O)[C@H]([C@@H](C)CC)n3cc([C@@H](N)Cc4ccc(O)cc4)nn3)CC2)n1,0.0,-0.02
C=CCSc1nnc2n(-c3ccccc3OC)c(=O)c3c4c(sc3n12)CCC4,-0.5,-1.8
FC(F)(F)c1nc2ccccc2n2c(-c3ccc(Cl)cc3)nnc12,-0.5,1.4
COc1ccc(Cn2cnc3c(NS(C)(=O)=O)c(C)c(C)cc32)cc1,-0.4,-1.7
CN1C(=O)[C@@H]2[C@H](C1=O)[C@@H]1C(=O)Nc3ccccc3C(=O)N1[C@@H]2c1ccc(F)cc1,0.1,1.1
CCN(CC)S(=O)(=O)c1ccc(N2CCOCC2)c(NC(=O)COc2ccccc2C#N)c1,-1.4,1.8
COc1ccc(CS(=O)(=O)CC(C)(O)c2ccccc2Cl)cc1 (stereo not given),-5.8,-1.2
Cc1ccc(NC(=O)C(Nc2ccccc2)c2ccccc2)cc1 (stereo not given),-1.5,-0.1
O=C(OCc1ccc(F)cc1)c1cc(S(=O)(=O)N2CCCCC2)ccc1N1CCOCC1,-2.1,-1.4
Cc1ccccc1S(=O)(=O)Nc1ncnc2scc(-c3ccccc3)c12,-1.2,-0.33
CCOC(=O)c1ccc(NC(=O)NC2CC3CCC(C2)N3Cc2nnnn2C(C)(C)C)cc1 (stereo not given),1.7,0.04
COc1cccc(C(=O)Nc2ccc3c(C)cc(=O)oc3c2)c1,-2.5,-2.4
C=CCn1c(=N)n(CC(=O)O)c2ccccc21,0.1,0.18
CCOC(=O)/C(=N/Nc1ccccc1)c1csc(Nc2ccccc2)n1,-1.0,-0.42
CC1CC(C)CN(CCCOc2ccccc2[N+](=O)[O-])C1 (stereo not given),1.8,2.4
COC(=O)[C@@H](Cc1ccccc1)NC(=O)NCCc1ccccc1,-1.8,-0.25
Nc1nc(N)c(C=Nc2ccc(Br)cc2)c(Nc2ccc(Br)cc2)n1,-1.6,-1.5
O=C(/C=C/c1nc2ccccc2s1)N1CCCCCC1,0.1,-1.3
CCOC(=O)C1=C(C)N(CCCC(=O)O)C(=O)NC1c1cccc(OC)c1 (stereo not given),0.3,-0.99
Cc1ccc(OCCN2CCN(CC(O)Cn3c4ccccc4c4ccccc43)CC2)cc1 (stereo not given),0.2,0.01
CN(C)C(=O)COc1ncnc2scc(-c3ccc(F)cc3)c12,0.5,0.05
O=S(=O)(NCc1csc(-c2cccs2)n1)c1ccccc1,-1.3,-3.3
CCC(=O)N(CC(=O)Nc1sc(C)c(C)c1C(N)=O)Cc1ccc(F)cc1,0.1,0.08
Nc1ccn(Cc2cccc(F)c2)n1,-3.6,1.1
CC1CCC(C(=O)NC(C(=O)NCCc2ccc(S(N)(=O)=O)cc2)C(C)C)CC1 (stereo not given),-2.4,-0.14
COc1ccc(-c2cc(C(=O)Nc3cc(C)nn3-c3ccccc3)no2)cc1,-0.1,1.4
CCCCc1c(CCC)c(=N)c2ccccc2n1C,-0.8,0.57
CCOC(=O)N1CCN(C(=S)NC)CC1,-1.2,1
Clc1ccc(Cn2cc(/C=N/n3cnnc3)c3ccccc32)c(Cl)c1,0.4,-0.04

# Other entries.
SMILES,STK33 inh,Kir21 block
CC(C)N(CCO)C(=O)CCc1nnc(CCCc2ccccc2)o1,-0.9,0.01
COC(=O)c1cc(OC(=O)CCc2ccc(OC)c(OC)c2)cc(C(=O)OC)c1,-0.4,-0.17
CCOc1cc(CN2CCN(C(=O)c3ccco3)CC2)ccc1OC,-3.3,0.17
Cc1occc1C(=O)N1CCCC(Nc2ccc(C(C)C)cc2)C1 (stereo not given),0.5,-0.61
CCC(C)c1c(O)nc(SCC(=O)N2CCCCCC2)[nH]c1=O (stereo not given),0.0,-1.2
NC/C(=N\O)c1ccc(Cl)cc1Cl,0.2,0.36
O=C1NN=C(c2ccc(Cl)cc2)CC1c1cccc(Cl)c1 (stereo not given),-0.5,1.5
Cc1ccc2c(c1)n([O-])c1c([n+]2=O)CCCC1,-0.3,-1.2
CCc1ccc(NC(=O)C2CCN(c3c(N4CCCC4)c(=O)c3=O)CC2)cc1,0.8,0.81
Cc1ccc(S(=O)(=O)NCC(=O)NCC2CCCCC2)cc1C,-0.3,-0.81
CCC(C)(C)n1nnnc1CN(Cc1ccco1)Cc1cc2cc3c(cc2[nH]c1=O)OCO3,-0.8,1.5
CC(=O)Nc1ccc(S(=O)(=O)NCC2CCC(C(=O)N3CC(C)CC(C)C3)CC2)cc1 (stereo not given),-2.3,1
O=C(C1CC(=O)N(c2ccc(Cl)cc2)C1)N1CCCCCC1 (stereo not given),-1.9,-0.83
O=C(CCN1C(=O)c2ccccc2C1=O)N1CCCCCC1,-3.1,1.6
COc1ccc(-c2ccc(CCC(=O)O)n2CC(=O)Nc2cccc(OC)c2)cc1,-1.1,1.3
CC(C)Sc1oc(-c2ccco2)nc1S(=O)(=O)c1ccccc1,0.4,0
O=C(c1cc2ccccc2o1)N1CCN(c2ncccn2)CC1,0.6,x
Cn1c(=N)n(CC(=O)O)c2ccccc21,-0.6,-0.44
O=C1CC(c2ccc(F)cc2)Cc2nc(NCc3ccco3)ncc21 (stereo not given),-1.3,-1
Cc1nn(C)cc1/C=N/NC(=O)CSc1ccccn1,-2.4,0.21
Cc1nc(NC(=O)CCCC(=O)Nc2nc(C)c(C)s2)sc1C,-0.8,-0.94
Cc1c(C(=O)N/N=C/c2ccc(N3CCOCC3)cc2)nc2ccccn12,-0.3,0.61
O=C(NCCOc1ccccc1)C(=O)NCC1CCCO1 (stereo not given),-1.0,-1.1
Cc1nc2cc(-c3cccs3)nn2c(NCC(C)(C)CN(C)C)c1C,-1.4,1.1
COc1ccc(Br)cc1CN1CCCCCCC1,-0.9,-0.23

# Other entries:
SMILES,STK33 inh,Kir21 block
CCCCOc1ccc(CC(=O)NCC(=O)O)cc1,0.2,0.5
CCCN(CC1CCCO1)C(=O)CCc1nnc(-c2cc(C)on2)o1 (stereo not given),-0.2,-0.67
COc1ccc(-c2c(C(C)=O)c(C)nc3sc4c(=O)n(-c5ccc(C)cc5)nnc4c23)cc1,-0.5,-0.15
Cc1onc(-c2ccccc2)c1C(=O)Nc1cccnc1,-1.1,0.82
COc1ccc(NC2CCCN(C(=O)c3ccccc3N3CCOCC3)C2)cc1OC (stereo not given),0.7,-1.2
CCOC(=O)c1ccc(NC(=O)C(C)N2C(=O)c3ccccc3C2=O)cc1 (stereo not given),-1.3,0.15
COc1ccccc1/C=C/C(=O)OCC(=O)NCc1ccco1,0.5,-0.25
CC(C)Cn1c(=O)c(C(=O)Nc2cnccn2)c(O)c2ccccc21,0.3,-2.9
O=C(O)c1cnc(-c2ccccc2)nc1Sc1ccccc1,0.6,0.24
CN[C@H](CC(=O)O)C(=O)O,-0.2,0.06
O=C1CCc2cc(S(=O)(=O)NCc3ccccc3Cl)ccc2N1,-0.9,x
CCC(C)(C)n1nnnc1C(c1cc2cc3c(cc2[nH]c1=O)OCO3)N1CCCCC1 (stereo not given),-1.0,-0.86
O=C(COc1ccc2c(c1)CCC2)N1CCN(c2cccc(C(F)(F)F)c2)CC1,-2.0,0.6
CCc1ccc(CNC(=O)C2CC(=O)N(CCc3ccc(C)cc3)C2)cc1 (stereo not given),-1.7,0.05
CCN(C(=O)COC(=O)c1ccc(O)cc1)c1cccc2ccccc12,0.6,x
Cc1ccc(Oc2cc(C#N)c(C#N)cc2-n2nnc3ccccc32)cc1C,-0.4,1.1
CCCn1c(NC(=O)CCS(=O)(=O)c2ccc(C)cc2)nc2ccccc21,-1.2,-0.52
O=C(CSc1nc2ccccc2c(=O)n1Cc1ccc(F)cc1)NCC1CCCO1 (stereo not given),-1.7,x
Cc1cc(Cl)ccc1OC(C)C(=O)N1CCCN(C(=O)C(C)Oc2ccc(Cl)cc2C)CC1 (stereo not given),-2.3,1

# Assay outcomes from PubChem BioAssay.
